# Screening data deposited in PubChem BioAssay by several laboratories.
# PvdQ inh: blocks Pseudomonas aeruginosa PvdQ acylase activity; actives 0.063% (n = 340,000); inhibition, % at 10 µM; AID 488965; purified PvdQ acylase, fluorescence plate reader; in the data active means inhibition above about 30%, passing the limit was not always enough;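 further: 0% = vehicle neutral wells and 100% = reference inhibitor wells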
# Wnt act: activates Wnt/beta-catenin signaling in a reporter cell assay; activator, plate reader; activation, % at 9.35 µM; actives 1.2% (n = 300,000); AID 743398; in the data active means activation above about 30%, passing the limit was not always enough;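 further: 0% = neutral control wells and 100% = positive control wells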
# AddAB inh: less growth of phage-infected E. coli with AddAB | AID 435030 | E. coli expressing H. pylori AddAB, absorbance growth | inhibition, % at 11.9 µM | actives 0.29% (n = 330,000); in the data active means inhibition above about 12%;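 further: 0% = vehicle wells of infected cells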
# DAGLB inhibitor: diacylglycerol lipase beta (human) inhibition | inhibition, % at 5.17 µM | actives 0.059% (n = 340,000) | Q8NCG7 | AID 504411 | HEK293T DAGLB membrane lysate, EnzChek fluorogenic substrate; in the data active means inhibition above about 34%;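 further: 0% = enzyme with vehicle and 100% = wells lacking enzyme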
# Target sequence (Q8NCG7 whole entry, looked up): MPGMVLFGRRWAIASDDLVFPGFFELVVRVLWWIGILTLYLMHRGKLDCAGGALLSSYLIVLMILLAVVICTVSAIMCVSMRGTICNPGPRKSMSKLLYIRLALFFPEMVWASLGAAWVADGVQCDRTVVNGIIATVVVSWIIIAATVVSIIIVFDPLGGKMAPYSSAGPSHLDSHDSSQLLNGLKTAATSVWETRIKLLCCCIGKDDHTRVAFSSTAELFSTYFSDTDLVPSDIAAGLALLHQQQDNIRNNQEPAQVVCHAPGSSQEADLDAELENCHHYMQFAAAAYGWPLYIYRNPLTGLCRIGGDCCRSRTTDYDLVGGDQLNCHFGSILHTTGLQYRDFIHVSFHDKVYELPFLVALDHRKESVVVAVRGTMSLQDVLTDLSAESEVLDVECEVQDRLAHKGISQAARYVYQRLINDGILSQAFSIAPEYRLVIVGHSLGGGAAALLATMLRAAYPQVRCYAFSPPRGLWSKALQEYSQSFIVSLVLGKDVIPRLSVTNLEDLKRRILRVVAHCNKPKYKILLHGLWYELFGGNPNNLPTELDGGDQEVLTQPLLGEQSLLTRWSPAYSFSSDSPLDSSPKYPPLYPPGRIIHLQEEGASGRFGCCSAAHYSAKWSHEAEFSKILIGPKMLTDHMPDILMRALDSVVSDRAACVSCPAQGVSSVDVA
# E coli growth: counter-screen for AddAB inhibitors: E. coli growth inhibition. AID 449728. E. coli V3065 growth, OD600 absorbance, 18 h. actives 0.27% (n = 330,000). inhibition, % at 11.9 µM;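 active means inhibition above the campaign's mean inhibition across all tested compounds plus 3 SD, cut at about 9.9% in these data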;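 further: uninfected addAB+ strain grown without phage in ampicillin broth; 0% = DMSO wells and 100% = ciprofloxacin 0.95 µg/ml wells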
# PfHsp90 yeast 2: reduces growth (ATP signal) of yeast expressing P. falciparum Hsp90; S. cerevisiae expressing PfHsp90, BacTiter-Glo ATP, 48 h; yeast lacking PDR1 and PDR3 efflux regulators; inhibition, % at 9.4 µM; actives 0.32% (n = 310,000);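 active means every replicate shows inhibition above about 80%, whatever the replicate mean, limit read from the data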;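 further: 0% = DMSO neutral controls and 100% = 20 µM radicicol positive controls; yeast relying on Plasmodium falciparum Hsp90 in place of its own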
# phage Ecoli inh: E. coli growth loss with phage present; inhibition, % at 11.9 µM; growth absorbance; actives 0.26% (n = 360,000); in the data active means inhibition above about 11%
# Tat export inh: inhibitors of E. coli Tat protein transport. E. coli MC4100 TorA-mCherry Tat export, fluorescence. inhibition, % at 10 µM. AID 488895. actives 0.036% (n = 340,000);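 active means mean replicate inhibition at least 50% and at least half of replicates individually reaching 50%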;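 further: exported cargo escapes ClpAP degradation while cytoplasmic cargo is degraded and loses fluorescence; 0% = median of neutral control wells and 100% = median of NaSCN control wells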
# CAL PDZ inh: human CAL PDZ-peptide interaction inhibition | purified CAL PDZ, TMR-peptide fluorescence polarization, 1 h | inhibition, % at 20 µM | actives 0.02% (n = 330,000);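 active means highest replicate inhibition of at least 40%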;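 further: plate controls were DMSO neutral control wells for no effect and unlabeled competitor peptide control wells for full effect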
#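 material = purified tagged CAL PDZ domain construct (CerCALP) | compound dosing = 20 µM, one dose | times = 1 h at RT | measured by = fluorescence polarization from S- and P-plane intensities, G-factor corrected | read-out = inhibition from polarization loss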
# Rtt109 HAT inh: blocks Candida albicans Rtt109/Vps75 acetyltransferase activity | Q5AAJ8 | actives 0.16% (n = 330,000) | inhibition, % at 34.9 µM | purified Rtt109/Vps75, ThioGlo CoA-SH fluorescence, 4 h;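 active means inhibition of at least 50% in every replicate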
# Target sequence (Q5AAJ8 whole entry, looked up): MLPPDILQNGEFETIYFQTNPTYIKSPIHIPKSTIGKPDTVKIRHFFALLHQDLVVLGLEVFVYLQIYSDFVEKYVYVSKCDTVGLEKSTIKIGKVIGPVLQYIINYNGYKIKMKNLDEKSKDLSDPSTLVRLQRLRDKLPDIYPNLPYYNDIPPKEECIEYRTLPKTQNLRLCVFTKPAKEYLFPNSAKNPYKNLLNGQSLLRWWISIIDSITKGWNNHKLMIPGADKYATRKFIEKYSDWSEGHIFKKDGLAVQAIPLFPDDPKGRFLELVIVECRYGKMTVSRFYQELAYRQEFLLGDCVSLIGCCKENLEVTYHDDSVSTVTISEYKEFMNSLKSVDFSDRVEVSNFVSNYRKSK
# An asterisk follows results filed as active; / = not tested or not shown.
Structure,PvdQ inh,Wnt act,AddAB inh,DAGLB inhibitor,E coli growth,PfHsp90 yeast 2,phage Ecoli inh,Tat export inh,CAL PDZ inh,Rtt109 HAT inh
CCOC(=O)N1CCC(N2CC34C=CC(O3)C(C(=O)Nc3ccc(C(C)C)cc3)C4C2=O)CC1 (stereo not drawn),-2,-1,1.8,-1,0.7,7,0.6,16,-0.9,8
N#C/C(=C/c1ccc(N2CCCC2)c([N+](=O)[O-])c1)c1nc2ccccc2[nH]1,-4,/,-0.3,3,0.1,22,2.0,-3,-2.6,6
COc1ccc(O)c(C(c2c(C)[nH][nH]c2=O)c2c(C)[nH][nH]c2=O)c1,-7,1,0.6,-23,2.5,14,2.2,-7,/,-7
C=CCSC(=C(C#N)C#N)c1cc2c([nH]1)CCCC2,24,/,-2.5,-1,-2.4,-26,3.4,-1,-0.5,5
FC(F)(F)c1ccc(N/N=C/c2cccnc2)nc1,5,1,2.4,-3,3.5,-95,1.9,-3,-2.8,14
COc1ccc(CNC(=O)C2CCCN(C(=O)Nc3ccc(OC)cc3)C2)cc1 (stereo not drawn),-5,0,2.5,0,-0.6,-3,2.2,4,-2.9,6
O=C(COC(=O)CCN1C(=O)c2cccc([N+](=O)[O-])c2C1=O)NCc1ccccc1,-5,2,0.4,-6,-1.9,-19,3.3,-8,-1.1,3
O=C(Nc1ccc2c(c1)OCO2)Nc1cnccn1,-13,/,2.3,-4,-1.7,-13,2.3,-11,-0.9,-11
Cn1cc(SCC(=O)N2CCOCC2)c2ccccc21,-9,1,-3.8,-2,0.5,10,2.4,-6,-0.9,-9
COc1cccc(CNC(=O)C2CCN(S(=O)(=O)c3ccc4c(c3)CC(C)N4C(C)=O)CC2)c1 (stereo not drawn),-11,-3,0.2,3,0.4,8,1.9,1,-2.3,0
Cc1nn(C)c(C)c1S(=O)(=O)N(CC(=O)NCCCN1CC(C)CC(C)C1)c1ccc(C(C)C)cc1 (stereo not drawn),8,-4,2.0,2,0.3,-11,-1.5,0,-0.9,10
CN1CCN(C(=O)C2CC(c3ccc(F)cc3)=NO2)CC1 (stereo not drawn),15,-2,3.5,-1,0.5,-13,2.1,5,0.1,-4
COc1cc(OC)cc(C(=O)NNC(=O)CCC(=O)c2cc(C)sc2C)c1,-13,2,2.0,2,1.3,-7,2.7,-9,-0.6,-1
O=C(CCN1C(=O)S/C(=C\c2ccccc2)C1=O)NCCCn1ccnc1,4,5,0.7,2,-0.9,5,3.2,-6,-3.0,-7
COc1cc(C(C)=O)ccc1OC(=O)CN1C(=O)c2ccccc2C1=O,7,1,/,-1,/,-8,2.5,-7,0.0,6
Cc1cccc(C(=O)NCC(=O)NCC(c2ccco2)N2CCCCC2)c1 (stereo not drawn),-4,-1,-0.5,1,-0.2,/,2.2,3,-2.6,2
C#C[C@]1(O)CCC2C3CCC4=CC(=O)CC[C@@H]4C3CC[C@@]21C (stereo partly drawn),-12,-4,-1.1,3,-0.3,-9,3.2,2,-1.1,-3
Cc1ccc(CS(=O)(=O)c2nsc(C)c2C#N)cc1,-12,8,3.3,-1,-1.7,6,3.8,-3,0.1,-5
Cc1cc2nc(N3C(=O)CNC3=S)sc2cc1C,-1,9,0.2,9,-1.5,11,2.0,-1,-0.4,-6
O=C(CN1CCN(c2ccccc2)CC1)c1ccc2cc[nH]c2c1,4,-3,-2.5,-1,-0.9,-15,2.7,-1,-1.2,0
Cn1cc(/C=C(\NC(=O)c2ccccc2Cl)C(=O)NCCCN2CCOCC2)c2ccccc21,-6,1,2.7,3,1.9,-26,1.5,-7,-3.6,2
Cc1nnc(SCC(=O)NCc2ccco2)[nH]c1=O,1,1,3.3,-3,-2.1,14,3.1,-6,-1.2,8
Nn1c(SCc2ccc(Br)cc2)nnc1-c1ccccn1,6,2,-3.0,-1,-4.3,20,0.2,-2,0.5,-1
Cc1ccc(NC(=O)C2CCCN(S(=O)(=O)c3cnc[nH]3)C2)cc1C (stereo not drawn),-17,-4,5.0,-2,1.3,18,-0.1,-11,0.2,-3
O=C(NCc1ccc(Cl)cc1)c1csc(-c2cccnc2)n1,1,-2,4.6,1,2.2,16,3.6,-5,-2.0,10
COCCn1c(C)cc(C2=NNC(=NC(C)(C)C)SC2)c1C,4,-4,1.2,3,0.8,-2,3.1,3,-0.9,10
CC(C)(C)NC(=S)NNC(=O)[C@H]1C[C@@H]1c1ccccc1,-17,1,0.9,-2,-1.7,5,-0.7,-2,-0.4,0
Cc1cc(C)n2nc(C(=O)N/N=C/c3cccs3)nc2n1,-7,3,2.5,-1,1.8,-55,3.5,-8,0.4,0
Cc1ccc(C(=O)N[C@H](C(=O)Nc2sccc2C(N)=O)C(C)C)cc1,-4,-6,5.1,0,0.8,-8,-0.2,6,-2.5,11
CCCc1nc(SCC(=O)Nc2cc(C)on2)c2c(=O)n(C)c(=O)n(C)c2n1,-2,-3,-1.4,1,2.9,13,2.1,0,-1.4,10

# Only PvdQ inh, CAL PDZ inh and Wnt act, for 6 of the compounds above:
structure | PvdQ inh | CAL PDZ inh | Wnt act
Cc1nnc(SCC(=O)NCc2ccco2)[nH]c1=O | 1 | -1.2 | 1
Nn1c(SCc2ccc(Br)cc2)nnc1-c1ccccn1 | 6 | 0.5 | 2
Cc1ccc(NC(=O)C2CCCN(S(=O)(=O)c3cnc[nH]3)C2)cc1C (stereo not drawn) | -17 | 0.2 | -4
O=C(NCc1ccc(Cl)cc1)c1csc(-c2cccnc2)n1 | 1 | -2.0 | -2
COCCn1c(C)cc(C2=NNC(=NC(C)(C)C)SC2)c1C | 4 | -0.9 | -4
CC(C)(C)NC(=S)NNC(=O)[C@H]1C[C@@H]1c1ccccc1 | -17 | -0.4 | 1

# Taken from above.
# Cc1cc2nc(N3C(=O)CNC3=S)sc2cc1C @ Tat export inh = -1
# Cn1cc(SCC(=O)N2CCOCC2)c2ccccc21 @ CAL PDZ inh = -0.9

# More compounds
Structure,PvdQ inh,Wnt act,AddAB inh,DAGLB inhibitor,E coli growth,PfHsp90 yeast 2,phage Ecoli inh,Tat export inh,CAL PDZ inh,Rtt109 HAT inh
CCN(CC(=O)NCc1ccc(F)cc1)S(=O)(=O)c1ccc(Cl)s1,-7,-2,1.2,0,-1.7,9,3.2,3,0.6,-7
Cc1c(C(=O)N(C)c2ccccc2)oc2c1C(O)CC(C)(C)C2 (stereo not drawn),-10,-3,1.5,2,3.4,3,5.2,-3,-3.2,-1
Cc1ccc(NC(NC(=O)c2ccccc2[N+](=O)[O-])C(Cl)(Cl)Cl)cc1 (stereo not drawn),9,-2,1.3,0,1.8,5,-0.4,11,-0.4,-1
Cc1ccc(C)c(NC(=O)C2CCCN(S(=O)(=O)c3cccnc3)C2)c1 (stereo not drawn),6,-1,5.2,0,-0.5,-6,1.8,1,-1.9,-11
CC(OC(=O)c1ncc(Cl)c(Cl)c1Cl)C(=O)NC1(C#N)CCCCC1 (stereo not drawn),-4,-1,0.7,-3,-0.8,/,2.9,-4,-2.2,2
CCOC(=O)C1=NOC(CNC(=O)C2=NOC(CNC(=O)c3c(-c4ccccc4Cl)noc3C)C2)C1 (stereo not drawn),8,-2,3.6,-8,1.9,4,-0.7,-3,-0.5,3
O=S(=O)(Nc1nnc(-c2ccccc2)s1)c1ccc(Cl)cc1,-12,/,4.0,12,0.7,-7,0.3,-4,-1.3,7
O=C(O)c1cccc(N=C2NC(=O)C(CO)(CO)S2)c1,-10,5,0.7,0,0.2,4,-0.5,-1,0.0,-6
COc1cccc(NC(=O)NCc2cccn2C)c1,-8,/,2.4,1,-1.7,7,0.0,1,-1.0,7
Cc1cc(SCc2ccc(Br)cc2)nc(=O)[nH]1,-15,4,1.5,2,1.9,-10,1.4,-8,-2.9,5
Fc1ccc(NC2=NCCCCC2)cc1,10,-1,2.2,-2,1.3,-5,3.0,0,1.2,3
CC1=CC2=NC(=O)CC(C)(C(=O)N(CC(=O)NC3CCCC3)c3cc(C)cc(C)c3)N2C=C1 (stereo not drawn),-8,-1,0.2,-4,3.4,6,1.9,2,-1.3,-4
O=C(CSc1nnc(-c2ccncc2)n1Cc1ccco1)c1ccc(Cl)cc1,4,/,-1.5,1,-0.7,5,0.9,-1,-1.4,19
N#CCNC(=O)C1c2ccccc2Oc2ccccc21,-3,-1,0.8,2,-2.7,-1,-1.3,10,0.3,-3
COc1ccccc1C(=O)N1CCN(c2ccc(N3CCOCC3)nn2)CC1,-5,-5,1.6,0,0.4,-18,5.8,0,-0.1,-58
Cn1c(=O)oc2cc(S(=O)(=O)NCCN3CCN(c4ccccc4)CC3)ccc21,-2,-1,1.8,1,3.8,-3,4.0,0,-0.9,8
CCOc1ccc(-c2nnn(CC(=O)NCc3ccccc3)n2)cc1,3,0,2.2,-5,-0.6,-54,3.9,-8,-1.9,2
COc1cc(/C=C/c2cc[n+](C)cc2)ccc1OCC(=O)Nc1ccc(Cl)c(Cl)c1,-16,-1,-0.8,2,-4.3,-2,-4.4,7,-12,-62
COc1ccc(Cl)cc1NC(=O)C(C)N1CCc2ccccc21 (stereo not drawn),-3,-1,-1.0,-7,1.9,0,3.3,8,1.0,-10
CC(=O)Nc1ccccc1NC(=O)C/C(C)=N/NC(=O)c1cccnc1,-9,-2,1.7,-1,2.5,-1,0.4,-9,-1.9,0
Cc1cc(NC(=O)COC(=O)C(Cc2ccccc2)NC(=O)c2ccco2)no1 (stereo not drawn),-4,0,-0.1,1,0.7,9,1.4,14,-0.9,-9
COc1ccccc1CNC(=O)COC(=O)Cc1ccc(Br)cc1,2,-2,-0.7,-3,-0.3,/,4.1,1,-1.4,-9
CCC1CCCCN1S(=O)(=O)c1ccc2[nH]c(=O)ccc2c1 (stereo not drawn),-4,-3,-2.2,-2,-3.0,7,1.6,5,-0.7,-11
CCN(CC)C(=O)c1sc(N)c(C#N)c1C,-2,/,3.2,3,-0.2,-11,5.0,2,-0.2,-2
O=C(Cn1nc(Cl)nc1Cl)c1ccc(F)cc1,-11,-1,1.6,-7,0.5,-22,1.4,6,-0.4,3
Cc1nn(CC(=O)N2CCc3ccccc32)c(C)c1S(=O)(=O)NC(C)(C)C,-5,-4,-1.6,1,1.3,-2,3.2,6,-0.9,-1
COc1ccc2oc(-c3ccccc3)c(C(=O)N3CCOCC3)c2c1,-15,1,2.2,-4,0.5,-2,1.7,1,/,-5

# Record cards (already shown). Values in the order: PvdQ inh	Wnt act	AddAB inh	DAGLB inhibitor	E coli growth	PfHsp90 yeast 2	phage Ecoli inh	Tat export inh	CAL PDZ inh	Rtt109 HAT inh
# Cc1nn(C)c(C)c1S(=O)(=O)N(CC(=O)NCCCN1CC(C)CC(C)C1)c1ccc(C(C)C)cc1 (stereo not drawn) is listed as 8	-4	2.0	2	0.3	-11	-1.5	0	-0.9	10
# CC1=CC2=NC(=O)CC(C)(C(=O)N(CC(=O)NC3CCCC3)c3cc(C)cc(C)c3)N2C=C1 (stereo not drawn) is listed as -8	-1	0.2	-4	3.4	6	1.9	2	-1.3	-4
